NCF1 inh: inhibitors of human p47phox binding | actives 0.53% (n = 220,000) | inhibition, % at 24.7 µM | p47phox/p22phox peptide binding, fluorescence polarization, 2 h;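 active means inhibition above about 30%, limit read from the data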;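 further: 0% = p47phox with labelled peptide and 100% = labelled peptide alone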
Target sequence (P14598 whole entry, looked up): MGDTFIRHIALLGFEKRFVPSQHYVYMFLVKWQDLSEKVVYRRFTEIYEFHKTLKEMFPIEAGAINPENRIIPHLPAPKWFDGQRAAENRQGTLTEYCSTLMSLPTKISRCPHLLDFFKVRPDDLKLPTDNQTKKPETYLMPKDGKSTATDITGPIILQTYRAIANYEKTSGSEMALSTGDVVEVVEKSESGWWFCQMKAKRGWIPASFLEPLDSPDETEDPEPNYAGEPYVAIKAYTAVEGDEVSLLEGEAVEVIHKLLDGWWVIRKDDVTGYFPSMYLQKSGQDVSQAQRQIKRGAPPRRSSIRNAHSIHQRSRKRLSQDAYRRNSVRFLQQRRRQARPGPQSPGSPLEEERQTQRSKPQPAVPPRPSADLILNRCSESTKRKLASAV
S1P4 agonist: human S1P4 receptor agonism. activation, % at 4.98 µM. S1P4-expressing cell line, agonist reporter assay. O95977. AID 1509. actives 0.35% (n = 220,000); in the data active means activation above about 11%;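 further: 0% = DMSO vehicle and 100% = reference agonist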
Ba/F3 V617F tox: lowers viability of Ba/F3 cells expressing EpoR and JAK2V617F. actives 1.1% (n = 220,000). ATP luminescence. inhibition, % at 5.6 µM. AID 1446;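 active means inhibition above the campaign mean plus 3 SD over all tested compounds, cut at about 24% in these data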;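 further: cytokine-independent growth of Ba/F3 cells driven by EpoR plus mutant JAK2; 0% = DMSO-treated cells and 100% = JAK inhibitor I control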
NPY Y1 blocker: antagonists of human neuropeptide Y receptor Y1. AID 1040. inhibition, % at 3.6 µM. actives 1% (n = 200,000). HEK293-CNG Y1 cells, membrane potential fluorescence; NPY at EC95, then isoproterenol. P25929;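 active means inhibition above the campaign mean inhibition of all tested compounds plus 3 SD, cut at about 20% in these data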;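 further: 0% = DMSO wells given NPY plus isoproterenol and 100% = isoproterenol alone without NPY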
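Material: Y1- and CNG-channel-expressing HEK293 cells / Probe or stimulus: NPY 25 nM then isoproterenol 1 µM plus Ro 20-1724 25 µM / Doses: 3.6 µM single dose, DMSO 0.4% / Schedule: compound incubation 1 h at room temperature, readout 45 min post-stimulation / Signal: membrane potential fluorescence / Benchmarks: isoproterenol-only wells as full block versus NPY-plus-isoproterenol wells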
S1P4 antagonist: human S1P4 receptor antagonism | O95977 | S1P4-expressing cells, antagonist mode, reporter read-out | inhibition, % at 4.98 µM | actives 0.26% (n = 220,000) | AID 1510; in the data active means inhibition above about 29%;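 further: 0% = wells stimulated with agonist and 100% = vehicle wells without agonist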
NPY-Y1 PAM-ag: human NPY-Y1 potentiation or agonism, primary screen; actives 0.37% (n = 220,000); NPY-Y1 expressing cells, potentiator/agonist activation; AID 1304; P25929; activation, % at 3.6 µM; in the data active means activation above about 33%, passing the limit was not always enough;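 further: cells stimulated with NPY at EC10 then isoproterenol at EC100; 0% = low agonist plus stimulus and 100% = saturating agonist plus stimulus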
CHOP inhibitor: blocks CHOP induction under ER stress; inhibition, % at 10 µM; actives 3.8% (n = 220,000); CHO-K1 CHOP-promoter luciferase, tunicamycin-induced, 15-18 h;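 active means compounds that reduced the stress-induced luciferase reporter signal by more than about 70% of percent inhibition, limit read from the data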;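 further: 0% = tunicamycin plus vehicle and 100% = wells without tunicamycin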
NPY2 pot ag: human NPY-Y2 potentiation or agonism, primary screen | cells expressing NPY-Y2, potentiator/agonist read-out | activation, % at 3.6 µM | actives 0.45% (n = 220,000); in the data active means activation above about 27%;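 further: cells stimulated with NPY near EC25 plus isoproterenol at EC100; 0% = vehicle plus submaximal agonist and 100% = vehicle plus saturating agonist; some results beyond the cut were filed as inactive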
Target sequence (P49146 whole entry, looked up): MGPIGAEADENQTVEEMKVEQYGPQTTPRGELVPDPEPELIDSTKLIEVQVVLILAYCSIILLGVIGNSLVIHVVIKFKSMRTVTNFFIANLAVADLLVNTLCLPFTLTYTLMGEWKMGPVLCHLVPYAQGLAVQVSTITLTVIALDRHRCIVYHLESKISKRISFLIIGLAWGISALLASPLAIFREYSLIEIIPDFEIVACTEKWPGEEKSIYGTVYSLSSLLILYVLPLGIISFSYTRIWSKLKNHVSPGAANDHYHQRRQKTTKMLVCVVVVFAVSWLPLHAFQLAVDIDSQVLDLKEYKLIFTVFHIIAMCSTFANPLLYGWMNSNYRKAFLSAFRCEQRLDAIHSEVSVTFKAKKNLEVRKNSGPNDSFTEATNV
BaF3 parental: reduces parental Ba/F3 cell viability, JAK2V617F counter-screen. CellTiter-Glo ATP luminescence. inhibition, % at 5.6 µM. actives 1.1% (n = 220,000);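 active means inhibition above a per-campaign cutoff, the mean inhibition of all tested compounds plus 3 SD, cut at about 27% in these data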;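 further: 0% = DMSO wells and 100% = JAK Inhibitor I control wells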
* = called active by the depositor; · = no result given.

SMILES | NCF1 inh | S1P4 agonist | Ba/F3 V617F tox | NPY Y1 blocker | S1P4 antagonist | NPY-Y1 PAM-ag | CHOP inhibitor | NPY2 pot ag | BaF3 parental
CCC(c1nnnn1Cc1cccs1)N1CCN(C(=O)c2ccco2)CC1 (stereo not given) | 9 | 0.3 | -3 | 2 | -18 | 11 | -4 | -6 | 4
CC(/C=C(\NC(=O)c1ccccc1)C(=O)N=Nc1c(O)[nH]c2ccc(C)cc12)=C\c1ccccc1 | -5 | -3.7 | -1 | 6 | 35* | 21 | 10 | 12 | 3
S=c1[nH]nc(-c2n[nH]c3c2CCC3)n1/N=C/C=C/c1ccco1 | -4 | -1.1 | -1 | · | -4 | 9 | 5 | -1 | -5
CCOC(=O)N1CCN(C(=O)CN(C2CCCCC2)S(=O)(=O)c2ccc(Cl)cc2)CC1 | -2 | 0.3 | -1 | 5 | -1 | -15 | 20 | 10 | 6
CCC(=O)Nc1cccc(NC(=S)NC(=O)c2ccccc2C)c1 | -3 | 1.4 | -1 | 0 | -15 | -8 | -4 | -6 | 3
CC(C)(C)NC(=O)c1ccc(NC(=O)CSc2ccccc2)cc1 | -12 | -0.8 | 2 | 0 | -5 | 21 | 23 | -6 | 6
O=C(N/N=C/C(Cl)=C\c1ccccc1)c1ccco1 | -4 | 0.5 | 0 | · | 0 | 12 | -28 | -4 | -3
CC(O)c1cccc(NC(=O)CCC(=O)O)c1 (stereo not given) | -16 | 1.2 | -1 | -1 | -3 | -2 | -10 | -6 | 1
COCCCNCC(O)COc1cccc2[nH]c(C)cc12 (stereo not given) | -17 | 1.7 | -3 | -14 | -5 | 108* | 6 | 101* | 1
COC(=O)C1=C(C(=O)OC)C(c2cc(Br)ccc2O)c2sc(=O)[nH]c2S1 (stereo not given) | -19 | 1.4 | -1 | 8 | -15 | -28 | 7 | -2 | 5
CCCOC(=O)c1c(NC(=O)CSc2nc(-c3ccco3)cc(C(F)(F)F)n2)sc(C(=O)OC)c1C | -44 | -1.9 | -2 | 8 | -4 | -12 | 20 | -3 | 4
CCOC(=O)N1CCC(NC(=O)CCC(=O)N2CC(C)Oc3ccc(Cl)cc32)CC1 (stereo not given) | -8 | 1.5 | 4 | -1 | -11 | -23 | 40 | -16 | 4
O=C(COC(=O)CC(c1ccccc1)c1ccccc1)Nc1ccc(F)c(F)c1 | -25 | 0.3 | -1 | 13 | 8 | 4 | 9 | -17 | 9
COc1ccc(-n2c(SCC(=O)N3CCc4ccccc43)nnc2-c2c[nH]c3ccccc23)cc1 | 52* | 0.6 | -1 | 0 | -6 | 14 | -14 | 1 | 3
CCc1ccc(-n2c(SCC(=O)N3Cc4ccccc4CC3C(=O)O)nnc2-c2ccncc2)cc1 (stereo not given) | -3 | -0.3 | -2 | · | -11 | 4 | 9 | -16 | -8
CCCCNS(=O)(=O)c1ccc(OC)c(C)c1 | -4 | 2.2 | -1 | 5 | 12 | 2 | 61 | 6 | 4
COC(=O)C1=C(Nc2cc(Cl)cc(Cl)c2)CSC1 | -3 | -1.1 | 3 | · | -10 | -32 | 17 | -36 | -4
Cc1nc(NC(=O)c2ccccc2)sc1-c1csc(N)n1 | -9 | 1.7 | 61* | -3 | -1 | 38 | 14 | 5 | 69*
COc1ccc(OC)c(/C=N/NC(=O)c2ccc(N(C)S(=O)(=O)c3ccccc3)cc2)c1 | -14 | 1.8 | -3 | 1 | -23 | 3 | -24 | -5 | -1
COc1ccc2c(c1)c1ncnc(N3CCN(Cc4ccc5c(c4)OCO5)CC3)c1n2C | -3 | 1.4 | 0 | 4 | -12 | -14 | 18 | 0 | 2
COC(=O)C(C)Sc1nc(N)c(NC(=O)c2ccco2)c(=O)[nH]1 (stereo not given) | -9 | -0.1 | 4 | -4 | -5 | 11 | 4 | -9 | -4
O=C(NNC(=S)Nc1ccc(Cl)cc1)c1cccs1 | -8 | 0.4 | 1 | 6 | -20 | 0 | -19 | -13 | 5
CCOC(=O)Cc1cc(=O)n2[nH]cc(-c3ccc(Cl)cc3)c2n1 | -11 | -1.8 | 3 | 1 | -15 | -15 | -12 | -21 | 2
CCOC(=O)c1sc2ncn(C(C)C(=O)OC)c(=O)c2c1C (stereo not given) | -13 | -1.1 | -4 | 1 | -5 | -3 | -19 | 10 | 1
CCOC(=O)C(NC(=O)Nc1ccc(Cl)cn1)(Oc1ccc(F)cc1)C(F)(F)F (stereo not given) | -7 | 1.1 | 7 | -3 | -10 | 1 | 15 | -3 | 12
Remaining list, next part
SMILES | NCF1 inh | S1P4 agonist | Ba/F3 V617F tox | NPY Y1 blocker | S1P4 antagonist | NPY-Y1 PAM-ag | CHOP inhibitor | NPY2 pot ag | BaF3 parental
O=C1OCc2cc(NS(=O)(=O)c3cccs3)ccc21 | -4 | 0.6 | -2 | 2 | -14 | -18 | -8 | -5 | 2
CCOc1ccc(CNc2ccc(N3CCCC3)cc2)cc1 | 21 | 1.4 | -1 | -6 | -5 | -25 | -41 | 6 | 4
CC(C)c1nc(-c2ccccn2)no1 | -20 | 1.7 | 1 | -1 | 0 | -6 | 15 | 6 | 4
CCOc1ccccc1-n1c(SCC(N)=O)nnc1-c1ccco1 | -16 | 1.1 | 1 | 6 | -25 | 6 | -6 | -12 | 2
O=C(NCc1ccc2c(c1)OCO2)c1ccccn1 | -8 | -1.5 | -2 | 2 | 2 | -19 | -24 | 8 | 5
CCCn1nnc(NC(=S)NC(=O)/C=C/c2ccco2)n1 | -15 | 0.2 | -2 | · | -8 | 0 | 17 | 11 | -4
O=C(CSc1nncs1)NCc1ccc(F)cc1 | 1 | 2.3 | -2 | -4 | -3 | -8 | -9 | 8 | 3
COc1cc(C)nc(N2CCC(C(=O)NC3CCCCC3)CC2)n1 | -6 | 1.6 | 0 | -3 | -1 | 3 | 30 | -7 | 6
C=CCOC(=O)C1=C(C)Nc2ncnn2C1c1cccs1 (stereo not given) | -5 | 2.5 | -1 | 2 | -20 | 4 | 35 | 1 | 2
COC(=O)c1cc(C(C)=O)c(C)[nH]c1=O | -13 | 0.6 | 2 | -3 | -8 | 6 | -1 | -2 | 7
COCc1c(Br)c(C)nc(OCC(=O)O)c1C#N | -9 | -0.5 | -1 | 5 | -15 | -12 | 19 | -6 | -2
Cc1ccc(NC(=O)CSCC(N)=O)cc1C | -12 | -0.7 | -5 | 1 | -6 | 12 | 4 | 9 | -2
CCC(C)[C@H](NC(=O)Nc1ccccc1F)C(=O)O (stereo not given in full) | -4 | -0.5 | -2 | · | 6 | 17 | 11 | 2 | 1
CCOC(=O)Nc1cc(C(=O)OC)ccc1C | -5 | -6.4 | -2 | -2 | 0 | 11 | 24 | -8 | 6
CCOc1cc(/C=N/NS(=O)(=O)c2ccccc2)ccc1OS(=O)(=O)c1ccc(C)cc1 | -20 | -0.6 | -3 | -1 | -5 | 26 | 87* | -1 | 0
O=[N+]([O-])c1cnc2ccccn12 | -5 | -1.4 | -3 | · | 7 | 20 | -6 | 10 | -3
Nc1cccc(-c2cc3ccccc3oc2=O)c1 | -14 | 2.7 | 3 | 7 | 0 | 12 | 49 | -9 | 6
COc1ccc(C(=O)Cc2cc(OC)c(OC)cc2[N+](=O)[O-])c(OC)c1 | -10 | 1.6 | -4 | 5 | 3 | 15 | 5 | 2 | -3
Clc1cccc(-c2nc(NCC3CCCO3)c3ccccc3n2)c1 (stereo not given) | -26 | -0.7 | 1 | -8 | -3 | 8 | 14 | 26 | -1
CCOC(=O)c1cn(Cc2c(C)c(C)c(C)c(C)c2C)nn1 | -21 | -0.4 | 1 | 4 | -17 | -5 | 29 | 7 | 2
Cc1ccc(Cl)c(OCC(=O)OCC(=O)NC2CCCc3ccccc32)c1 (stereo not given) | -7 | 1.7 | 2 | 0 | -9 | -9 | 30 | 9 | 1
COc1ccc(C)cc1NC(=O)c1nn(C)cc1Br | -11 | -0.1 | -3 | · | 0 | 8 | 10 | -23 | -2
CCC(C)NC(=O)CSc1ncccc1C(=O)O (stereo not given) | -4 | -2.2 | 2 | 0 | -3 | -9 | 0 | -11 | 0
CCOc1[nH]n(-c2ccc(Cl)cc2)c(=O)c1C=Nc1ccc(O)cc1 | -11 | -0.1 | -2 | -1 | 1 | 13 | 73* | 3 | 5
COc1ccc(C)cc1S(=O)(=O)N(C)CC(=O)NC1CCCCC1 | 0 | 2.3 | -2 | -2 | -24 | 28 | 26 | 25 | 0

Among those listed so far, 2 contain a CF3 group:
SMILES | NCF1 inh | S1P4 agonist | Ba/F3 V617F tox | NPY Y1 blocker | S1P4 antagonist | NPY-Y1 PAM-ag | CHOP inhibitor | NPY2 pot ag | BaF3 parental
CCCOC(=O)c1c(NC(=O)CSc2nc(-c3ccco3)cc(C(F)(F)F)n2)sc(C(=O)OC)c1C | -44 | -1.9 | -2 | 8 | -4 | -12 | 20 | -3 | 4
CCOC(=O)C(NC(=O)Nc1ccc(Cl)cn1)(Oc1ccc(F)cc1)C(F)(F)F (stereo not given) | -7 | 1.1 | 7 | -3 | -10 | 1 | 15 | -3 | 12

(further entries)
SMILES | NCF1 inh | S1P4 agonist | Ba/F3 V617F tox | NPY Y1 blocker | S1P4 antagonist | NPY-Y1 PAM-ag | CHOP inhibitor | NPY2 pot ag | BaF3 parental
CCC1CCCCN1C(=O)CSc1nnc(-c2cccs2)o1 (stereo not given) | -2 | -0.8 | 1 | 1 | -26 | -13 | 1 | 2 | 6
c1csc(C(c2nnnn2C2CCCCC2)N2CCCC3(CCCCC3)C2)c1 (stereo not given) | -18 | 0.6 | -2 | -3 | -7 | 20 | 82* | 13 | 1
Cc1cc(Cl)c(S(=O)(=O)N2CCN(c3ccc(F)cc3)CC2)cc1OCC(N)=O | -3 | 1.5 | -2 | -6 | -22 | 11 | 23 | 1 | 2
CCNC(=O)c1ccc(-n2nc(C(F)(F)F)c3c2CCCC3)cc1 | -1 | -0.4 | 1 | -3 | -23 | 4 | 48 | -5 | 5
CCOC(=O)c1oc2cc(O)ccc2c(=O)c1-c1ccc(OC)cc1 | -12 | -0.1 | -1 | -5 | -4 | 3 | 22 | 12 | 2
COc1ccc2c(c1)C(=O)[C@@H](OC(=O)NCc1ccc3c(c1)OCO3)[C@H](c1ccc(OC)c(Br)c1)O2 | -9 | 1.7 | -1 | 1 | -4 | -22 | 13 | 3 | -2
OC(COc1cccc2ccccc12)CN1CCN(c2ccc(Cl)cc2)CC1 (stereo not given) | 3 | -0.4 | -2 | · | 4 | -23 | 38 | -31 | 1
Cc1c(C)n(O)c2ccc3nonc3c12 | -1 | 0.9 | -1 | · | 9 | 5 | 20 | -8 | -4
O=C(CCN1CCc2ccccc2C1)c1ccc2c(c1)OCCO2 | -16 | 1.5 | -1 | 10 | -1 | -18 | -24 | -5 | 5
CC1(C)C(N(O)C(=O)Nc2ccc(Cl)cc2)N(c2ccc(Cl)cc2)C(=O)N1CC(=O)NN (stereo not given) | -2 | -3.6 | -3 | -8 | 13 | 41* | -11 | 43* | 0
CN(Cc1ccccc1)C(=O)c1ccccc1Br | -5 | 1.4 | -4 | 4 | -4 | 7 | 30 | 16 | 6

4 entries from above, ordered by the value under NPY Y1 blocker, descending:
Molecule	NPY Y1 blocker
O=C(CCN1CCc2ccccc2C1)c1ccc2c(c1)OCCO2	10
CCC(c1nnnn1Cc1cccs1)N1CCN(C(=O)c2ccco2)CC1 (stereo not given)	2
COc1ccc(-n2c(SCC(=O)N3CCc4ccccc43)nnc2-c2c[nH]c3ccccc23)cc1	0
CC(C)c1nc(-c2ccccn2)no1	-1
